Source: PubChem BioAssay (several laboratories)
Siah-1 displacement: blockers of Siah-1 interaction with plectin peptide – biochemical, fluorescence polarization, rhodamine-plectin, uHTS, primary screen (AID 1817) | Siah-1 / rhodamine-plectin peptide fluorescence polarization; higher % means a stronger effect | one-dose displacement, % at 20 µM; IC50 in µM for titrated hits | actives 0.02% (n = 290,000);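 active = displacement of at least 50% at 20 µM, with a fluorescence ratio check between 0.3 and a set limit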;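 also: plate controls were Siah plus tracer with DMSO for no effect and tracer alone without Siah for full effect; strong numbers were not always called active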
Lipid droplet: hepatic lipid droplet formation modulation; actives 0.4% (n = 240,000); AML12 mouse hepatocytes, oleate lipid droplets, BODIPY imaging; inhibition, % at 6.5 µM;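 active = lipid droplet intensity inhibited by at least 50%, with more than 500 cells counted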
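Assay system: AML12 mouse liver cells | Compound: 6.5 µM single-point dosing | Schedule: Overnight exposure | Technique: Fluorescence imaging, 20x objective, two fields per well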
K1F lysis inhibition: protection from phage-mediated lysis, alamar blue read-out – E. coli UTI89, K1F phage, bacterial capsule biogenesis inhibitors (AID 488966); inhibition, % at 100 µM, or IC50 in µM where a hit was titrated; actives 0.02% (n = 340,000); E. coli UTI89 K1F phage lysis, alamar blue, 2 h; higher % means a stronger effect;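 active = phage lysis inhibition, versus mean bacterial control, above a set limit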;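 also: capsule biogenesis inhibitors block K1F phage lysis so surviving cells raise fluorescence; higher fluorescence means more inhibition of phage lysis; actives were called in the ten point dose series up to 300 µM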
Lipid droplet cells 6.5 µM: recorded beside Lipid droplet, whose call it bears; cell count; measured here: cell count, cytotoxicity flag;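 cells counted across two imaged fields per well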
* marks the source's active call; other numbers are inactive results; [ ] = another dose, or the depositor's remark.

#	smiles	Siah-1 displacement	Lipid droplet	Lipid droplet cells 6.5 µM	K1F lysis inhibition
1	O=C(O)c1ccccc1C(=O)Nc1nc(-c2ccc3ccccc3c2)cs1	12%	3	667	-0.1%
2	CC1CC(C)CN(C(=O)COC(=O)Cc2ccc(Cl)cc2)C1 (stereo not given)	-4%	-22	844	0.4%
3	COc1cccc(-c2c(C(=O)N/N=C/c3ccc(C)o3)nnn2-c2nonc2N)c1	4%	-19	742	0.3%
4	COc1ccc(C(=O)CSc2nnc(CNC(=O)c3ccc(S(=O)(=O)N(C)C)cc3)o2)cc1	4%	-1	828	0.0%
5	NCc1cc2c3c(c1)CCCN3CCC2	2%	2	712	0.1%
6	O=C(NC1CCCC1)C1CCN(C(=O)Nc2cccc(Cl)c2)CC1	0%	10	760	-0.5%
7	CC(=O)Nc1ccc(NC(=O)CSc2nnc(NC(=O)c3ccc(Br)o3)s2)cc1	19%	16	655	0.0%
8	COc1ccccc1/C=C/C(=O)NCC(=O)N/N=C(/C)c1ccc(Cl)cc1	-2%	-1	714	0.5%
9	COc1cc2c(cc1OC)CN(C(=O)CCNS(=O)(=O)c1ccccc1F)CC2	4%	-8	723	0.1%
10	O=S(=O)(Nc1ccc2c(c1)OCCO2)c1c(F)cccc1F	9%	-8	705	-0.5%

The closing six entries of the section above lead into the next:
#	smiles	Siah-1 displacement	Lipid droplet	Lipid droplet cells 6.5 µM	K1F lysis inhibition
5	NCc1cc2c3c(c1)CCCN3CCC2	2%	2	712	0.1%
6	O=C(NC1CCCC1)C1CCN(C(=O)Nc2cccc(Cl)c2)CC1	0%	10	760	-0.5%
7	CC(=O)Nc1ccc(NC(=O)CSc2nnc(NC(=O)c3ccc(Br)o3)s2)cc1	19%	16	655	0.0%
8	COc1ccccc1/C=C/C(=O)NCC(=O)N/N=C(/C)c1ccc(Cl)cc1	-2%	-1	714	0.5%
9	COc1cc2c(cc1OC)CN(C(=O)CCNS(=O)(=O)c1ccccc1F)CC2	4%	-8	723	0.1%
10	O=S(=O)(Nc1ccc2c(c1)OCCO2)c1c(F)cccc1F	9%	-8	705	-0.5%
11	CC(C)CCN1C(=O)c2ccc(C(=O)Nc3ccc(O)cc3C(=O)O)cc2C1=O	2%	12	824	0.0%
12	CCC(C)N(C(=O)c1csnn1)C(C(=O)NC1CCCC1)c1ccc(F)cc1 (stereo not given)	0%	-23	804	-0.1%
13	C/C(CC(=O)Nc1ccc2ccccc2c1)=N\NC(=O)c1ccc(O)c(O)c1	7%	2	874	-0.6%
14	CCOC(=O)C1=C(COC(=O)Cc2ccc(Br)cc2)NC(=O)NC1C (stereo not given)	0%	28	698	1.8%[50 µM]
15	CCCCc1nc2cc(C(=O)N3CCNC(=O)C3)ccc2o1	4%	-11	697	0.0%
16	CCOC(=O)[C@@H]1[C@H]2COc3ccccc3[C@@H]2N2C(=O)N(c3ccc(Cl)cc3)C(=O)[C@@]12C	-3%	3	854	2.1%
17	Cc1cccc(N2CCN(C(=O)c3ccc4c(c3)c(C)c(C)n4C)CC2C)c1 (stereo not given)	4%	-3	702	0.1%
18	O=C(Nc1cccc(NC(=O)c2ccccc2F)c1)c1ccccc1	4%	0	830	0.1%
19	CC1(C)CC(NS(=O)(=O)OCC(Cl)(Cl)Cl)c2cc(C#N)ccc2O1 (stereo not given)	0%	6	783	-1.1%
20	CCC(=O)c1ccc(OCC(O)Cn2nc(C)cc2C)cc1 (stereo not given)	12%	-5	703	0.3%
21	Cc1cccc(-n2ncc3c2CCCC3NC(=O)CCN2Cc3ccccc3C2=O)c1C (stereo not given)	-7%	-4	865	0.0%
22	CCn1c(=O)c(C(=O)NNC(=O)c2ccccc2F)c(O)c2ccccc21	-8%	20	836	0.2%
23	Cc1ccc(Cl)cc1NC(=O)COc1ccccc1	16%	0	806	0.3%
24	COc1cc(/C=N/N(c2ccccc2)c2ccccc2)ccc1O	0%	14	795	-0.8%
25	COc1cc(C2C(C(=O)c3cccs3)=C(O)C(=O)N2CCN2CCOCC2)cc(OC)c1OC (stereo not given)	1%	-1	776	1.0%
26	O=C(NCCO)C(=O)Nc1cc2c3c(c1)CCC(=O)N3CCC2	-6%	1	766	0.9%
27	CC(CCc1ccccc1)NC(=O)CCC(=O)N1CCC(C(N)=O)CC1 (stereo not given)	5%	13	850	0.1%
28	CC(=O)Nc1cccc(NC(=O)COc2ccc3c(c2)OCO3)c1	8%	-29	700	0.1%
29	O=C(CCOc1ccccc1)Nc1ccnn1C1CCN(Cc2ccc(CO)o2)CC1	-9%	23	866	1.8%[50 µM]
30	COc1ccc(S(=O)(=O)N2CCN(C(=O)C3CCCCC3)CC2)cc1	8%	-1	809	0.2%
31	COc1ccc(CCNC(=O)C(NS(=O)(=O)c2cccc3nsnc23)C(C)C)cc1OC (stereo not given)	2%	-16	695	0.8%
32	COc1cccc(CNC(=O)CCCCCNC(=O)N2CCn3c2nc2ccccc23)c1	9%	-12	741	0.6%
33	Cc1ccc(C(=O)C=CNNC(=O)c2ccccc2)cc1	2%	-11	855	0.2%
34	CC(C)(C)OC(=O)CNC(=O)c1nc[nH]c1C(=O)NCc1ccccc1	3%	-7	803	1.6%
35	CCN(CC)CCSc1nnc2c3ccccc3n(CCc3ccccc3)c2n1	-3%	-3	816	0.2%
36	CCN(CC)CCN(C(=O)c1ccc(C(=O)c2ccccc2)cc1)c1nc2ccc(OC)cc2s1	0%	1	857	0.3%
37	COc1ccc(C(=O)Nc2ccc(S(=O)(=O)N3CCOCC3)cc2)cc1[N+](=O)[O-]	11%	2	781	0.8%
38	Cc1cc(C(=O)O)ccc1-n1c(C)cc(/C=C2\SC(=O)NC2=O)c1C	0%	-10	794	0.0%
39	CS(=O)(=O)N(CC(=O)Nc1ccccc1C(=O)N1CCOCC1)c1cccc([N+](=O)[O-])c1	4%	0	806	1.4%[50 µM]
40	CC(C(=O)N(C)C1CCS(=O)(=O)C1)N1C(=O)/C(=C/c2ccc(F)cc2)SC1=S (stereo not given)	-4%	-10	712	-0.3%
41	O=C(Nc1ccccc1Cl)Nc1ccnn1C1CCN(C(=O)c2cscn2)CC1	-5%	-2	667	1.1%
42	CC(C)(C)c1nnc(NC(=O)C2CC(=O)N(CCc3ccc(F)cc3)C2)s1 (stereo not given)	8%	13	789	0.4%
43	CCCNC(=O)CSc1nc(Cc2ccccc2)nc2ccccc12	-5%	1	842	0.0%
44	CN1CCCC(OC(=O)c2ccc(C(C)(C)C)cc2)C1 (stereo not given)	6%	-1	845	-1.3%
45	COc1ccc(/C=C2\Sc3ccc(C(=O)NCC4CCCO4)cc3N(C)C2=O)cc1 (stereo not given)	6%	17	781	0.0%
46	CC(C)C(OC(=O)c1nsc(Cl)c1Cl)C(=O)NCc1ccccc1 (stereo not given)	2%	0	825	-0.9%
47	OC(CN1CCOCC1)Cn1c2c(c3ccccc31)CCCC2 (stereo not given)	-2%	-3	825	0.1%
48	Cc1c(N(C)S(=O)(=O)c2cccc(C(=O)NC(C)C)c2)c(=O)n(-c2ccccc2)n1C	2%	-2	820	-0.2%
49	COc1ccccc1C(=O)NNC(=O)C(=O)Nc1cccc(Cl)c1C	-5%	1	763	-0.5%
50	CCOc1ccc(CCNC(=O)C2CC(=O)N(CCc3ccccc3)C2)cc1OCC (stereo not given)	1%	3	721	-0.2%
51	COc1ccc(N(CC(=O)NC2CCCCC2)C(=O)CCCC(=O)Nc2ccccn2)cc1	4%	-13	716	0.5%
52	O=C(Cc1ccc(Br)cc1)Nc1ccccc1N1CCCC1	9%	-2	818	-0.4%[50 µM]
53	COc1cc(NC(=O)C/C(C)=N/NC(=O)c2ccccn2)c(OC)cc1Cl	5%	6	749	-0.7%
54	O=C(CN(C(=O)c1csnn1)c1ccccc1)NCc1ccc2c(c1)OCO2	-3%	-4	826	0.6%
55	Cc1cccc(-n2ncc3c2CCCC3NC(=O)Cn2cccn2)c1C (stereo not given)	-6%	4	838	0.0%
56	CN(C)CCCN1CC(=O)N2[C@@H](Cc3c([nH]c4ccccc34)C2(C)C)C1=O	8%	-6	805	0.0%
57	CCN1C(=NCCc2c[nH]c3ccccc23)N[C@@H](c2ccccc2)[C@H](C(=O)OC)[C@H]1C	2%	-5	811	0.4%
58	[S-]c1nnc(-c2ccc(Br)cc2)n1-c1ccccc1.[Zn+2]	21%	-1	826	1.7%
59	COc1ccc(-c2nc3cc(C)ccn3c2NC(=O)c2ccccc2OC)cc1	0%	-6	837	0.0%
60	CN(CCC1CCOCC1)C(=O)CC1C(=O)NCCN1Cc1ccccc1F (stereo not given)	0%	1	816	-0.7%[50 µM]

The listing continues.
#	smiles	Siah-1 displacement	Lipid droplet	Lipid droplet cells 6.5 µM	K1F lysis inhibition
61	CCOc1ccc(NC(=O)CCCn2nc(C)c3c(C)n(-c4ccccc4)nc3c2=O)cc1	6%	-3	692	0.1%
62	Cc1[nH]n(-c2ccccc2)c(=O)c1N=Nc1c(Cl)cccc1Cl	-3%	1	825	-0.8%
63	CCc1ccc(S(=O)(=O)N/N=C(/C)c2ccncc2)cc1	4%	8	730	0.1%
64	COc1ccccc1/C=C1/SC(=S)N(C(C)C(=O)NC2C=CS(=O)(=O)C2)C1=O (stereo not given)	-6%	-11	728	0.2%
65	N#Cc1ccc(OCc2ccc(C(=O)O)o2)cc1	2%	7	849	0.0%
66	COc1ccc(C(=O)N/C(=C/c2cccnc2)C(=O)Nc2cccc(C(C)=O)c2)cc1OC	-4%	-10	845	0.0%
67	CCOc1ccc(C(=O)NC2CC(C)(C)NC(C)(C)C2)cc1	4%	-1	791	0.1%
68	O=C(Nc1ccccc1Cl)C1CCCN(S(=O)(=O)c2ccc(-n3cnnn3)cc2)C1 (stereo not given)	19%	-28	740	0.4%
69	COc1ccc(CCN2CCCC(CN(C)C(=O)c3cc(C)oc3C)C2)cc1 (stereo not given)	-2%	0	859	-0.1%
70	Nc1nc(SCC(=O)Nc2ccc(C(F)(F)F)cc2)[nH]c(=O)c1NC(=O)c1ccc(F)c(F)c1	-5%	-23	675	0.1%
71	c1coc(C2=NCCc3ccccc32)c1	-3%	-1	890	1.0%
72	O=C(NC(=S)NC1CCS(=O)(=O)C1)c1ccccc1F (stereo not given)	12%	11	711	0.8%
73	COc1ccccc1CNC(=O)OCc1nccnc1C(=O)Nc1ccc(Br)cn1	-4%	1	631	0.2%
74	COc1cccc(NC(=O)c2nc(SC)ncc2Cl)c1	3%	-12	719	-0.5%
75	CC(=O)c1cccc(NC(=O)NNC(=O)c2ccc3ccccc3c2)c1	10%	7	850	0.3%
76	Cn1nc(C(=O)N2CCN(c3ccccc3)CC2)c2c1-c1ccccc1S(=O)(=O)C2	-1%	26	702	0.3%
77	Cc1ccccc1CN1CCNC(=O)C1CC(=O)NCCN1CCCCC1=O (stereo not given)	1%	-15	798	1.1%[50 µM]
78	Cn1c(=O)c2sccc2n2c(CCCC(=O)NCc3ccco3)nnc12	9%	14	709	0.9%
79	COc1ccc(NC2CCCN(C(=O)c3cccc(C)n3)C2)cc1OC (stereo not given)	-1%	-4	690	0.4%
80	Cc1cc(CN(C)C(=O)c2ccc(OC3CCN(Cc4ccccn4)CC3)cc2)on1	1%	-2	736	-0.2%
81	O=C(c1ccc(N2CCOCC2)c([N+](=O)[O-])c1)N1CCN(Cc2ccccc2)CC1	-1%	8	813	0.1%
82	CC(NC=O)c1nc2ccccc2n1CCc1ccccc1 (stereo not given)	-5%	0	804	-1.7%
83	O=[N+]([O-])c1cc([N+](=O)[O-])c(Oc2cccnc2Br)cc1NN1CCCCC1	-2%	0	771	0.0%
84	Cc1ccccc1-c1cc(C(=O)N2CCCC2)c2ccccc2n1	-2%	-2	853	0.1%
85	COc1cc(C(=O)Oc2ccc3ccc(O)cc3c2)cc(OC)c1OC	2%	-1	851	0.1%
86	O=C(O)CSCC(=O)N1N=C2/C(=C/c3ccccc3)CCCC2C1c1ccccc1 (stereo not given)	0%	-3	833	-1.2%

A portion of the library; the hit share may differ from the screen's.
